CHRM4 antagonist = antagonists of human muscarinic M4 receptor (CHRM4) | P08173 | CHO-hM4 cells, ACh EC80, Fluo-8 calcium fluorescence | inhibition, % at 3 µM | 0.73% of 360,000 active | AID 624125;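 active = inhibition above its plate's cutoff, the mean inhibition of sample wells plus 3 SD, cut at about 27% in these data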;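 note: 0% = acetylcholine EC80 with DMSO and 100% = DMSO without agonist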
M5 ag = CHRM5 agonism in calcium assay | CHO-K1 hM5 cells, Fluo-8 calcium fluorescence; 0% DMSO wells, 100% maximal acetylcholine response | activation, % at 3 µM | 0.19% of 360,000 active | AID 624037;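 active = activation above the run's mean over test compounds plus 3 SD, cut at about 23% in these data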;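 note: signal is peak over basal fluorescence ratio across the kinetic read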
Target sequence (P08912 whole entry, looked up): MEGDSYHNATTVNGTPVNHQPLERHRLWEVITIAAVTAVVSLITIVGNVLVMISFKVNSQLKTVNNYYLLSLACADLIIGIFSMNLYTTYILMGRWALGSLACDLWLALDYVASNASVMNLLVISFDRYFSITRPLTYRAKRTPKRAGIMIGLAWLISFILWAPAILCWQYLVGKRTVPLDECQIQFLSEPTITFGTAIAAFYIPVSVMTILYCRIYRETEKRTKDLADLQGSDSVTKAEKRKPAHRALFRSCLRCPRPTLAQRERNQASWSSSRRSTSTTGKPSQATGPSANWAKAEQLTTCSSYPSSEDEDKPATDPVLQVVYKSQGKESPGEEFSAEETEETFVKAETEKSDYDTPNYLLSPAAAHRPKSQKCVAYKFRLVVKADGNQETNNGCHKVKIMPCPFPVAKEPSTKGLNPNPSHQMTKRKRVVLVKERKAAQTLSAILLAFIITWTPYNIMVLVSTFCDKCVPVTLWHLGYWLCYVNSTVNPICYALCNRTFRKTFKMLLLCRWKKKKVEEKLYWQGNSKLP
CHRM1 antagonist = antagonists of human M1 muscarinic receptor; P11229; CHO-K1 hM1, Fluo-8 calcium fluorescence, ACh EC80 antagonist; inhibition, % at 3 µM; 1.3% of 360,000 active; AID 588852;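 active = percent inhibition above its own plate's cutoff, namely the mean of that plate's compound wells plus 3 SD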;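 note: peak over basal fluorescence ratio during 140 s after agonist addition; 0% = ACh EC80 plus DMSO and 100% = DMSO alone without agonist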
Target sequence (P11229 whole entry, looked up): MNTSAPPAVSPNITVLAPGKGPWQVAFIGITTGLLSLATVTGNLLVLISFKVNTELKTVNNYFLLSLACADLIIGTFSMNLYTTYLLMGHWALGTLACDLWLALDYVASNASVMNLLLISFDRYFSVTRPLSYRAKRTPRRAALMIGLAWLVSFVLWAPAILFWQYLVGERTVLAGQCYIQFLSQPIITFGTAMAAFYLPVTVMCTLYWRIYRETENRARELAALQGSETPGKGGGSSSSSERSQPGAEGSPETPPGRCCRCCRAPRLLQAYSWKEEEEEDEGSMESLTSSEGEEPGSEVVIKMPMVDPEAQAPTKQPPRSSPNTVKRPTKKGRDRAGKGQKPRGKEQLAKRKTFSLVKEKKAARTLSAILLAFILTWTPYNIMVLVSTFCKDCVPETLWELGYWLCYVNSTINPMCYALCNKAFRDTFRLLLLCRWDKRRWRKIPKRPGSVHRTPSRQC
M5 antag = blocks acetylcholine activation of human M5 receptor; P08912; CHO-hM5 cells, Fluo-8 calcium fluorescence, ACh EC80; inhibition, % at 3 µM; 0.59% of 360,000 active; AID 624040;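 active = inhibition above a per-plate cutoff, the mean of that plate's test compounds plus 3 SD, cut at about 27% in these data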;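 note: 0% = acetylcholine EC80 with DMSO and 100% = DMSO without agonist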
M4 ag = CHRM4 agonism in calcium assay | P08173 | CHO-K1 hM4/Gqi5, Fluo-8 calcium fluorescence; vehicle 0%, full acetylcholine response 100% | activation, % at 3 µM | 0.14% of 360,000 active;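 active = activation above the run mean over all test wells plus 3 SD, cut at about 32% in these data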;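 note: peak over basal fluorescence ratio per well then scaled between controls; 0% = DMSO wells and 100% = acetylcholine at EC100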
CHRM5 PAM = potentiates acetylcholine response at human M5 receptor; P08912; CHO-K1 hM5, Fluo-8 calcium, ACh EC20 PAM; 0% = ACh EC20, 100% = ACh EC100; activation, % at 3 µM; 0.3% of 360,000 active; AID 624038;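 active = activation above the run cutoff, the mean activation of all test compounds plus 3 SD, cut at about 18% in these data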
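Assay system: CHO-K1 hM5 cells / Incubation: Fluo-8 loading 80 min at 37 °C plus 30 min room temperature / Technique: Fluo-8 calcium dye fluorescence, kinetic read / Repeats: single replicate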
CHRM1 agonist = agonists of human M1 muscarinic receptor; CHO-K1 hM1, Fluo-8 calcium fluorescence, agonist mode; 0% DMSO, 100% acetylcholine EC100; activation, % at 3 µM; 0.33% of 360,000 active;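 active = activation above the run's mean compound activation plus 3 SD, cut at about 16% in these data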;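 note: peak over basal fluorescence ratio within a 140 s kinetic read after compound addition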
TAAR1 agonist = human TAAR1 agonism. CHO RD-HGA16 TAAR1, Fluo-8 calcium fluorescence; vehicle wells 0%, saturating PEA agonist 100%. 0.99% of 360,000 active. Q96RJ0. activation, % at 3 µM;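 active = activation above the mean activation of all test compounds in the run plus 3 SD, cut at about 38% in these data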
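Assay system: CHO-derived RD-HGA16 cells with stable Gα16 and human TAAR1; timing: 17-24 h seeding, 75 min 37 °C dye, 30 min RT; read-out: % activation from peak over basal fluorescence ratio, DMSO-to-PEA scaled; measured by: kinetic Fluo-8 calcium fluorescence; benchmarks: low control DMSO, high control PEA (EC100); doses: 3 µM single concentration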
CHRM1 PAM = potentiates human M1 receptor response to acetylcholine | 0.088% of 360,000 active | P11229 | CHO-K1 hM1, Fluo-8 calcium fluorescence, ACh EC20; 0% = ACh EC20, 100% = maximal ACh | activation, % at 3 µM; in the data active = activation above about 19%, passing the limit was not always enough
Active calls of the source: *. These rows are one share of the data; count on the stated rates, not on these rows.

SMILES | CHRM4 antagonist | M5 ag | CHRM1 antagonist | M5 antag | M4 ag | CHRM5 PAM | CHRM1 agonist | TAAR1 agonist | CHRM1 PAM
CC1CCCCN1CC(=O)NC(c1ccccc1)c1ccccc1 (stereo unspecified) | 8.0 | -10.5 | 60.4* | 8.5 | -0.7 | -9.8 | -15.8 | 2.0 | -38.4
O=C(COC(=O)/C=C/C(=O)OCC(=O)NC12CC3CC(CC(C3)C1)C2)NC12CC3CC(CC(C3)C1)C2 | 10.0 | -0.1 | -6.0 | 2.4 | 1.7 | -2.7 | -6.4 | 3.2 | 8.9
Cc1cc2ncn(CS(C)(=O)=O)c2cc1C | -0.8 | -0.4 | -9.2 | 14.8 | 1.6 | -3.7 | -1.5 | 0.0 | 4.1
O=C(c1ccco1)N1CCN(Cc2ccc(F)cc2)CC1 | 5.4 | 0.6 | -6.5 | 6.2 | 0.3 | -2.8 | -3.6 | 6.9 | 7.4
Cc1cc(C(=O)N/N=C/c2cccnc2)cs1 | -3.4 | -1.5 | -10.8 | -4.2 | 0.7 | 6.8 | -6.4 | 0.2 | 12.3
CN(C)C(=O)c1nc2ccc(Cl)cn2c1CNCc1cccc(OC(F)(F)F)c1 | 0.4 | -3.1 | -13.6 | -0.7 | 2.4 | 7.8 | -3.0 | -2.1 | 12.5
O=C(N/N=C/c1ccc2c(c1)OCO2)C(=O)Nc1cccc(Cl)c1 | 8.6 | -0.2 | -14.1 | -5.5 | 2.1 | 7.7 | 0.2 | 1.0 | 15.3
COc1ccccc1NCC(=O)N/N=C/C=C/c1ccccc1 | -0.3 | 0.3 | 10.8 | -4.4 | 0.2 | 5.2 | -3.2 | 22.9 | -10.2
COc1ccccc1N1CCN(C(=O)c2ccncc2)CC1 | 1.0 | 2.3 | 3.8 | 11.3 | 0.7 | -5.4 | -3.0 | 3.9 | -1.3
O=C(COc1ccc2c(c1)OCO2)NC12CC3CC(CC(C3)C1)C2 | 3.0 | -8.7 | 0.5 | -11.7 | -0.1 | 4.1 | -6.0 | 4.7 | 0.4
O=C(NCC(c1ccco1)N1CCN(c2ccccc2)CC1)C(=O)NC1CC1 (stereo unspecified) | 0.3 | 3.2 | -2.2 | -3.3 | 1.6 | 0.3 | 0.2 | 4.6 | 7.4
CCc1nn2c(=O)c(S(=O)(=O)Nc3ccc(C(C)C)cc3)c(C)nc2s1 | -12.4 | -1.0 | 9.7 | 2.1 | 9.6 | -14.0 | -8.0 | 4.7 | -17.1
COc1ccc(OC)c(NC(=O)CN(Cc2ccc(F)cc2)C2CCCCC2)c1 | 12.3 | 1.0 | 5.0 | 5.9 | 2.4 | -6.6 | 4.3 | 0.8 | -6.7
CC1(C)CC(NC(=O)Cc2ccc(Cl)cc2)CC(C)(C)N1 | -7.2 | -6.3 | -8.3 | 9.7 | 0.4 | 4.5 | -5.2 | -1.4 | 11.0
CC(C)c1ccc(NC(=S)NCc2cccs2)cc1 | 11.7 | 1.5 | 11.1 | -5.2 | 0.2 | -11.8 | -1.2 | 14.8 | -6.0
CN(C)C(=O)Nc1ccc(F)cc1F | -4.9 | 0.5 | -3.6 | -1.5 | 1.7 | 0.1 | -4.7 | 6.3 | 5.5
CCOc1cccc(CNCCO)c1OCc1ccc(Cl)cc1 | 0.1 | 0.3 | -0.1 | -0.7 | 4.7 | -4.0 | -5.6 | 8.4 | 8.5
COc1ccc(S(=O)(=O)Oc2ccc(C(=S)N3CCOCC3)cc2OC)cc1 | -2.3 | 2.8 | -7.0 | 2.7 | 7.6 | 1.6 | -0.9 | 6.3 | 5.6
Cc1cc2c(cc1C)C(=O)NC(C)(C)C2 | 4.3 | 1.9 | -2.2 | 6.2 | 0.0 | -6.5 | 0.8 | -3.7 | 1.2
CN(Cc1ccccc1)C(=O)c1cccc(N2C(=O)C3CC=CCC3C2=O)c1 (stereo unspecified) | 0.1 | -1.9 | -11.3 | 6.7 | 4.0 | -4.7 | -6.2 | 0.5 | 7.6
O=c1c2nnn(-c3cccc(F)c3)c2ncn1Cc1ccccn1 | -5.8 | 4.1 | -9.0 | -1.3 | 2.4 | 13.4 | -4.1 | 2.5 | 9.4
CCC(C)NC(=O)c1ccc(CSc2nc3ccncc3n2Cc2ccc(F)cc2)cc1 (stereo unspecified) | -6.4 | -3.3 | -13.1 | -0.3 | 0.6 | -3.6 | -13.0 | -1.4 | 6.7
CC(=O)CCC(=O)NCCc1ccccc1F | -0.4 | -3.3 | -10.4 | -1.9 | -0.1 | 1.7 | -3.6 | 7.7 | 7.0
COc1ccc(/C=C(/NC(=O)c2ccco2)C(=O)NCCc2ccccc2)cc1 | 6.1 | -1.1 | -12.1 | -1.7 | 1.9 | 2.6 | -2.8 | 3.5 | 12.8
COc1cccc(N(CC(=O)N2CCCCCC2)S(C)(=O)=O)c1 | -2.0 | -2.6 | -8.9 | 1.8 | 0.8 | -1.4 | -4.7 | 0.0 | 2.6
COc1cccc(NC(=O)Nc2cccn(Cc3ccccc3)c2=O)c1 | -4.2 | 16.8 | 4.5 | -18.0 | 4.7 | 12.0 | -0.3 | 3.0 | 0.4
Cc1nnc(SCC(=O)Nc2nsc(-c3ccccc3)n2)s1 | 1.5 | 1.6 | -5.5 | -1.1 | 3.3 | -2.5 | -1.8 | 8.8 | -0.6
O=C(Nc1cccc(S(=O)(=O)N2CCCCC2)c1)c1ccccn1 | -6.4 | 3.0 | 4.8 | 2.3 | 1.4 | 1.0 | -5.0 | 1.6 | -1.4
O=C1CCC(=O)N1c1ccc(NCc2ccccc2Cl)c([N+](=O)[O-])c1 | -0.1 | -2.1 | -3.3 | -2.5 | 3.1 | -1.6 | -9.8 | 3.6 | 8.7
Cc1c(NC(=O)/C(=C/c2cccs2)c2cccs2)c(=O)n(-c2ccccc2)n1C | 9.7 | -7.7 | 53.8* | -1.1 | -0.1 | -2.4 | -11.4 | -1.4 | -26.6

A second format for part of the listing above.
The line under a structure holds: CHRM4 antagonist	M5 ag	CHRM1 antagonist	M5 antag	M4 ag	CHRM5 PAM	CHRM1 agonist	TAAR1 agonist	CHRM1 PAM
> Cc1nnc(SCC(=O)Nc2nsc(-c3ccccc3)n2)s1
→ 1.5	1.6	-5.5	-1.1	3.3	-2.5	-1.8	8.8	-0.6
> CN(C)C(=O)Nc1ccc(F)cc1F
→ -4.9	0.5	-3.6	-1.5	1.7	0.1	-4.7	6.3	5.5
> COc1ccc(/C=C(/NC(=O)c2ccco2)C(=O)NCCc2ccccc2)cc1
→ 6.1	-1.1	-12.1	-1.7	1.9	2.6	-2.8	3.5	12.8
> COc1ccc(S(=O)(=O)Oc2ccc(C(=S)N3CCOCC3)cc2OC)cc1
→ -2.3	2.8	-7.0	2.7	7.6	1.6	-0.9	6.3	5.6
> O=c1c2nnn(-c3cccc(F)c3)c2ncn1Cc1ccccn1
→ -5.8	4.1	-9.0	-1.3	2.4	13.4	-4.1	2.5	9.4
> CC(=O)CCC(=O)NCCc1ccccc1F
→ -0.4	-3.3	-10.4	-1.9	-0.1	1.7	-3.6	7.7	7.0

Next records:
SMILES | CHRM4 antagonist | M5 ag | CHRM1 antagonist | M5 antag | M4 ag | CHRM5 PAM | CHRM1 agonist | TAAR1 agonist | CHRM1 PAM
CCCCN(C(=O)C1=NN(c2ccccc2)C(=O)CC1)c1c(N)n(CC(C)C)c(=O)[nH]c1=O | -0.2 | 2.4 | -1.4 | 11.1 | 0.1 | -2.7 | -3.1 | 8.5 | 5.4
COc1ccc(CC(=O)O/N=C(\N)c2ccccn2)cc1 | -6.6 | 8.3 | 4.2 | -13.8 | 3.8 | 8.0 | 0.4 | 1.6 | -4.5
CNC(=O)c1csc(-c2ccc(Cl)cc2)n1 | -3.8 | -5.1 | -8.7 | 23.1 | -0.6 | -7.0 | -9.4 | 0.8 | 18.5
CN1CCN(c2nc(-c3ccccc3Cl)nc3ccccc23)CC1 | 5.2 | -0.7 | 34.2 | 14.7 | 22.6 | -6.6 | -6.0 | 1.8 | -18.1
O=C(CSc1nnc(COc2ccccc2)o1)NC1CC2CCC1C2 (stereo unspecified) | -1.1 | -1.3 | -3.1 | 9.5 | 4.3 | -1.9 | -1.3 | 1.3 | 2.6
COCCn1c(=NC(=O)c2cc(-c3cccs3)nc3ccccc23)sc2cc(S(N)(=O)=O)ccc21 | 9.7 | 3.3 | 6.4 | 18.1 | 10.6 | -8.5 | -6.0 | 4.2 | -0.3
Cc1cc(C)cc(NC(=O)c2cc(S(=O)(=O)N3CCCC3)cn2C)c1 | -10.3 | -2.6 | -15.2 | -1.5 | -1.0 | 5.8 | -8.9 | -1.3 | 8.1
Cc1oc(-c2ccccc2)nc1CS(=O)CC(=O)NC1CCCCCC1 (stereo unspecified) | -1.5 | -4.6 | -15.2 | -0.4 | -1.0 | 0.7 | -3.3 | -2.2 | 10.7
COc1ccc(NC(=O)N2CCN(S(=O)(=O)c3ccc(F)cc3)CC2)c(OC)c1 | -6.3 | -3.7 | -1.2 | 16.1 | 0.4 | -3.6 | -2.4 | 0.5 | 0.9
CCOC(=O)CSc1nnnn1-c1cc(OC)c(Cl)cc1OC | 3.0 | -2.4 | -3.4 | -0.1 | 0.5 | -1.7 | -2.6 | -2.4 | 4.5
COc1ccc(-c2nc(C(=O)NCC3CCCO3)cc3c2[nH]c2ccccc23)cc1 (stereo unspecified) | -6.7 | 1.3 | 13.3 | 10.1 | 18.1 | -15.2 | -6.8 | 2.8 | -10.7
O=C1OC2(CCCCC2)OC(=O)C1=CNc1nc2ccccc2s1 | 0.8 | 0.8 | 1.3 | 7.4 | 0.9 | -4.0 | -2.1 | 13.0 | 6.6
CCC1=NN(C(=O)COc2ccccc2C)C(O)(c2ccncc2)C1 (stereo unspecified) | 1.1 | 1.0 | 2.2 | 8.0 | 0.2 | -0.7 | -4.9 | 0.1 | -2.5
CCN(CC(=O)Nc1ccc(OC)cc1)C(=O)c1cc([N+](=O)[O-])ccc1N1CCOCC1 | -11.1 | 1.9 | -9.5 | 5.2 | 1.7 | 5.0 | -3.0 | 3.0 | 4.8
CCN(CC)CCN1C(=O)C(=O)/C(=C(/O)c2cccc(OC)c2)C1c1ccccn1 (stereo unspecified) | 4.9 | -5.5 | 0.8 | -5.2 | -0.5 | 5.3 | -3.2 | 4.7 | -9.9
c1cncc(CNC2CCCc3ccccc32)c1 (stereo unspecified) | 18.3 | 0.1 | 5.3 | -2.0 | -0.5 | -0.9 | -6.3 | 3.6 | 7.7
Cn1c(/C(C#N)=C(\O)c2cc(Cl)sc2Cl)nc2ccccc21 | 8.9 | -1.2 | 2.1 | 12.0 | 1.3 | 1.5 | -1.9 | -1.1 | 0.7
Cc1cccc(NC(=O)c2cnc3ccccn3c2=O)c1 | -27.1 | 0.5 | -9.0 | -2.6 | 0.9 | -1.6 | -1.1 | 0.6 | 1.6

Screening results (PubChem BioAssay)
